# Screens (PubChem BioAssay)
# ASAP1 inh: ASAP1 ArfGAP inhibition | inhibition, % at 16.5 µM | 0.19% of 360,000 active | Q9ULH1 | ASAP1-stimulated ARF1 GTP hydrolysis, GDP FP detection; in the data active means inhibition above about 25%;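 further: 0% = vehicle with enzyme and substrate and 100% = no enzyme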
# KLK7 zymogen act: activators of human kallikrein-7 zymogen; P49862; purified proKLK7, EDANS-DABCYL substrate fluorescence; 100% is mature enzyme control, 0% vehicle; activation, % at 7 µM; 0.9% of 370,000 active;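 active means activation above the mean of all tested compounds plus 3 SD, computed per campaign excluding outliers beyond control limits, cut at about 13% in these data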
# ADAM10 inh: ADAM10 inhibition, QFRET primary screen | O14672 | recombinant ADAM10, EDANS/DABCYL FRET peptide cleavage, 3 h | inhibition, % at 7 µM | 0.62% of 370,000 active;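 active means inhibition above a per-campaign cutoff equal to the mean of compounds falling between control-based bounds plus 3 SD, cut at about 20% in these data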;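 further: 0% = DMSO wells while the 100% control is not disclosed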
# Target sequence (O14672 214-748 limits assumed): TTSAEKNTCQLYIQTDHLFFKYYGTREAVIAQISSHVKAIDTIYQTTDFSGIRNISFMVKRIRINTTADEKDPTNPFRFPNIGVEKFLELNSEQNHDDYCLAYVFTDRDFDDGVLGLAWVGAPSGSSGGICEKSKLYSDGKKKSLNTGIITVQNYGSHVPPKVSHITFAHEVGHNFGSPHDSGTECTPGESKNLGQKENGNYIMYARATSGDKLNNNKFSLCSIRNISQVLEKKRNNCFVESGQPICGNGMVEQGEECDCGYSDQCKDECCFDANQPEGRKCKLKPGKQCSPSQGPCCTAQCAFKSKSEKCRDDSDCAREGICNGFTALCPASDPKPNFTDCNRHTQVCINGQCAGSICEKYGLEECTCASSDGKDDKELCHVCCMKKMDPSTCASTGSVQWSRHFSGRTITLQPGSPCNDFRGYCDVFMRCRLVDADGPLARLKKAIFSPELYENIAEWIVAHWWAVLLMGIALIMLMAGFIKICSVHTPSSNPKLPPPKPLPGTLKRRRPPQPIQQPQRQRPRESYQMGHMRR
# Tn6 DDE FP: disrupts Tn6 cyclic peptide binding to fibrin D-Dimer-E complex; P02675; Fibrin DD(E) TRITC-Tn6 fluorescence polarization displacement; inhibition, % at 8.3 µM; 0.21% of 370,000 active; AID 720509;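 active means inhibition above a per-campaign cutoff: mean of compounds within control limits plus 3 SD, cut at about 15% in these data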;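 further: 0% = median of all compound wells on the plate and 100% = blocking peptide control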
# Target sequence (P02675 whole entry, looked up): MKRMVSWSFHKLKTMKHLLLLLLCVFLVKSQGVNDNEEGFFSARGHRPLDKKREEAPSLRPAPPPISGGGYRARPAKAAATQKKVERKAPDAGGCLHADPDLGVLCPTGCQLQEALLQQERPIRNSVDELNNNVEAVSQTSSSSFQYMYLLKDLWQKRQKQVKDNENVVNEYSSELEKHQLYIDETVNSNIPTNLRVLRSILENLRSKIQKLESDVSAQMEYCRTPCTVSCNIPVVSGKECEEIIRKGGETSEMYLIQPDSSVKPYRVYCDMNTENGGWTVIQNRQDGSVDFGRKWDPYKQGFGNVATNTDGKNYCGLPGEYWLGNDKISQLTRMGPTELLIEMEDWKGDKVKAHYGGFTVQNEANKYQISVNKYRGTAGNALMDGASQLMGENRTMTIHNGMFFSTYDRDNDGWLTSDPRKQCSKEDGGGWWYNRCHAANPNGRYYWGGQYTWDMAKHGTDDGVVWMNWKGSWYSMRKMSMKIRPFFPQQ
# FXN GAA850 act: activators of GAA850 frataxin (FXN) promoter; HEK293 lucGAA850 FXN promoter luciferase reporter, 24 h; percent of 10 µM SAHA response; 0.56% of 360,000 active; activation, % at 6 µM;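 active means activation above the average of all compounds screened plus 3 SD, cutoff fixed separately per campaign, cut at about 7.5% in these data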;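 further: 0% = DMSO wells and 100% = 10 µM SAHA wells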
# GC-B act: GC-B (human) receptor activation; P20594; HEK293-GC-B cells, CNP EC30, cGMP TR-FRET; 0% at EC30 CNP, 100% saturating CNP; activation, % at 10 µM; 0.11% of 370,000 active; AID 1920062;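 active means activation at 10 µM reaching about 35% in either raw or pattern-adjusted values, limit read from the data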
# ARFGAP1 inh: rat ARFGAP1 inhibition; Arfgap1-stimulated ARF1 GTP hydrolysis, GDP FP detection; 0.26% of 360,000 active; AID 651572; inhibition, % at 16.5 µM;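 active means inhibition above a per-plate limit, mean inhibition of low control wells plus 3 SD, cut at about 25% in these data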;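 further: 0% = DMSO wells with enzyme and 100% = wells lacking Arfgap1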
#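 Material: rat Arfgap1 catalytic domain, aa 1-136; also added: human ARF1(Δ1-17)-GTP substrate; compound dosing: one concentration, 16.5 µM, DMSO 1.26%; incubation: GTP hydrolysis reaction 2 h at 25 °C; measured by: Tracer-displacement fluorescence polarization with EDTA stop, 620/688 nm; evaluation: % inhibition from polarization; repeats: one replicate per compound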
# NPR1 activator: GC-A (human) enzyme activation; P16066; AID 1671463; HEK293 GC-A cells, cGMP TR-FRET, EC30 ANP; 0% at EC30 ANP, 100% saturating ANP; activation, % at 10 µM; 0.14% of 370,000 active; in the data active means activation above about 40%
# HGIII-sPLA2 inh: Blocks human group III sPLA2 activity. Q9NZ20. QFRET BODIPY PC-A2 liposome hydrolysis, fluorescence. inhibition, % at 12.2 µM. 0.56% of 370,000 active. AID 743126;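 active means inhibition above mean plus 3 SD of compounds lying within the high and low control bounds, cut at about 19% in these data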;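 further: 0% = median of test compound wells and 100% = no enzyme DMSO wells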
# rCAG RNA binder: binds r(CAG) RNA repeats | r(CAG) RNA repeat, TO-PRO-1 dye displacement fluorescence | inhibition, % at 3 µM | 1.3% of 370,000 active | AID 651821;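 active means inhibition above the plate cutoff, the mean of all test compounds on that plate plus 3 SD, cut at about 35% in these data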;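 further: 0% = DMSO alone and 100% = 100 µM mitoxantrone as full dye displacement; higher means more dye released from RNA so lower well fluorescence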
# * marks the source's active call; other numbers are inactive results; i = inactive; . = not tested or not shown.
# Results follow in this order: KLK7 zymogen act, GC-B act, ADAM10 inh, HGIII-sPLA2 inh, ARFGAP1 inh, FXN GAA850 act, Tn6 DDE FP, NPR1 activator, rCAG RNA binder, ASAP1 inh
N#Cc1ccc(NC(=O)CN2C(=O)NC3(CCCC3)C2=O)cc1Cl
  0.1, 1, 1, -1, 6, -0.7, -4, -1, 3, -4
FC(F)(F)c1cccc(NC2=NCCS2)c1
  0.6, -5, 4, 0, -6, -1.1, -6, 0, 3, 11
Clc1ccc(CCNCc2ccncc2)c(Cl)c1
  0.0, 5, -2, -4, -4, 0.5, 1, -1, -2, 8
CC(C)CC12CN3CCN(CC(C3)/C1=N/O)C2
  -0.1, 3, -1, 6, -2, -0.4, -6, 4, 0, -10
Cc1ccccc1NC(=O)COC(=O)c1cc(C)n(C2CC2)c1C
  0.5, 7, -1, 5, 1, 2.9, -10, -2, 6, 18
O=C(CCN1C(=O)COc2ccccc21)N1CCC2(CC1)OCCO2
  -0.4, 2, -5, 2, -1, 0.0, 1, 2, -4, -13
O=C(Cc1ccccc1)N1CCN(Cc2cccnc2)CC1
  0.1, 4, -6, 8, 0, -0.1, 1, 2, -1, 4
CN(C)C(=O)Oc1ccc(OCc2nc3ccccc3[nH]2)cc1
  0.6, 1, -1, -2, -14, 2.2, 2, 4, -5, 4
O=C1NC(=O)C(CCc2ccncc2)(Cc2ccc([N+](=O)[O-])cc2)C(=O)N1
  -0.1, 2, -7, 4, 0, 0.8, 2, 4, 2, 0
CCN1CC2C3CCC(C)(O3)C2C1 (configuration not stated)
  -0.2, -2, -12, 4, 6, -0.7, 6, 3, -1, 15
CCOC(=O)c1nc2ccccc2c(=O)n1-c1cccc(C)c1
  0.2, -4, 6, 4, 5, 0.7, 5, -1, -1, 7
C=CCN1CC[C@]23c4c5ccc(O)c4OC2[C@H](O)CC[C@@]3(O)[C@H]1C5 (some centres not stated)
  0.1, 1, -14, -5, 7, -1.6, -2, 4, 5, 2
Cn1c(O)c(/C=N/c2ccccn2)c(=O)n(C)c1=O
  0.3, 4, -6, -4, 3, -0.1, 1, 0, -2, 5
Cc1ccc(CNC2=NCCS2)cc1
  -0.1, -1, 3, 7, -10, 2.4, -10, 10, 1, -1
O=Cc1c(C(=O)O)n(Cc2ccc(F)cc2Cl)c2ccccc12
  0.1, 0, -4, -8, 5, -1.6, 4, 2, 17, -2
Cc1ccc(-c2nc3ccccc3c(=O)n2-c2cccc(C)n2)cc1
  0.0, -3, -4, -3, 9, 1.4, 2, 1, -2, -3
COC(=O)Nc1ccc(N=C(N)N[N+](=O)[O-])cc1
  -0.5, -3, -1, 1, -4, 0.6, -2, -1, 2, -5
COC(=O)C1=C(c2cc3ccccc3s2)C[C@@H]2CC[C@H]1N2C(=O)NCc1ccc(C(F)(F)F)cc1
  0.0, -9, 24*, -23, 8, -2.2, -4, -8, 3, -7
COc1cccc(C(=O)C2CCCN(Cc3ccon3)C2)c1 (configuration not stated)
  -0.1, -3, -1, -1, 4, 2.5, 3, 1, -3, -5
O=C1NC(=O)N(CCC2=CCCCC2)C(=O)/C1=C/c1cccs1
  1.2, 2, 2, -10, 0, 1.1, -3, 36, 25, -14

# 10 neighbouring entries from above, quoted:
# Results follow in this order: KLK7 zymogen act, GC-B act, ADAM10 inh, HGIII-sPLA2 inh, ARFGAP1 inh, FXN GAA850 act, Tn6 DDE FP, NPR1 activator, rCAG RNA binder, ASAP1 inh
CCOC(=O)c1nc2ccccc2c(=O)n1-c1cccc(C)c1
  0.2, -4, 6, 4, 5, 0.7, 5, -1, -1, 7
C=CCN1CC[C@]23c4c5ccc(O)c4OC2[C@H](O)CC[C@@]3(O)[C@H]1C5 (some centres not stated)
  0.1, 1, -14, -5, 7, -1.6, -2, 4, 5, 2
Cn1c(O)c(/C=N/c2ccccn2)c(=O)n(C)c1=O
  0.3, 4, -6, -4, 3, -0.1, 1, 0, -2, 5
Cc1ccc(CNC2=NCCS2)cc1
  -0.1, -1, 3, 7, -10, 2.4, -10, 10, 1, -1
O=Cc1c(C(=O)O)n(Cc2ccc(F)cc2Cl)c2ccccc12
  0.1, 0, -4, -8, 5, -1.6, 4, 2, 17, -2
Cc1ccc(-c2nc3ccccc3c(=O)n2-c2cccc(C)n2)cc1
  0.0, -3, -4, -3, 9, 1.4, 2, 1, -2, -3
COC(=O)Nc1ccc(N=C(N)N[N+](=O)[O-])cc1
  -0.5, -3, -1, 1, -4, 0.6, -2, -1, 2, -5
COC(=O)C1=C(c2cc3ccccc3s2)C[C@@H]2CC[C@H]1N2C(=O)NCc1ccc(C(F)(F)F)cc1
  0.0, -9, 24*, -23, 8, -2.2, -4, -8, 3, -7
COc1cccc(C(=O)C2CCCN(Cc3ccon3)C2)c1 (configuration not stated)
  -0.1, -3, -1, -1, 4, 2.5, 3, 1, -3, -5
O=C1NC(=O)N(CCC2=CCCCC2)C(=O)/C1=C/c1cccs1
  1.2, 2, 2, -10, 0, 1.1, -3, 36, 25, -14

# Continuation.
# Results follow in this order: KLK7 zymogen act, GC-B act, ADAM10 inh, HGIII-sPLA2 inh, ARFGAP1 inh, FXN GAA850 act, Tn6 DDE FP, NPR1 activator, rCAG RNA binder, ASAP1 inh
COC(=O)C1=C(c2ccc(F)cc2OCc2ccccc2)C[C@@H]2CC[C@H]1N2C(=O)N1CCOCC1
  1.1, -4, 2, -2, -1, -1.7, -10, -4, -5, -4
Cc1ccc(S(=O)(=O)N(C)C/N=C(\N)N[N+](=O)[O-])cc1
  0.7, 5, 1, 0, 5, 0.2, -3, 2, 0, 11
O=C(Cc1ccccc1)N1CCN(Cc2cccc(Cl)c2)CC1
  -0.1, 2, -5, 6, 1, -0.4, -7, -1, -7, 2
CC(O)(CS(=O)(=O)c1cccc(C(F)(F)F)c1)C(=O)Nc1ccc(C(F)(F)F)cc1 (configuration not stated)
  -0.3, -2, 17, -11, 5, 3.2, 3, -3, 2, 6
O=C(CNC(=O)OCc1ccccc1)NC(Cc1ccccc1)P(=O)(Oc1ccccc1)Oc1ccccc1 (configuration not stated)
  -0.6, -14, 12, -27, ., ., -1, -9, 6, .
Cc1ccsc1C(=O)C1CCCN(Cc2cc3ccccc3o2)C1 (configuration not stated)
  0.5, 2, 0, -7, 5, 0.7, 5, -6, -7, 9
CC1CCCN(c2ccc(C(=O)N3CCC4(CC3)OCCO4)cc2[N+](=O)[O-])C1 (configuration not stated)
  0.2, 10, 0, 4, -5, -2.0, -3, 5, -5, 3
Cc1ccc(C(=O)NCCN2CCC3(CC2)C(=O)NCN3c2ccccc2)cc1
  0.4, 5, 0, 1, 2, ., -6, -5, 3, 8
Cc1ccc2c(c1)CC1(CN2C)C(=O)NC(=O)N(c2ccccc2C)C1=O (configuration not stated)
  -0.4, 0, -1, -4, 5, 0.3, -9, -2, 5, -14
C=CCC1([C@@H](C)CCC)C(=O)NC(=O)NC1=O
  -0.3, -3, -18, 0, 19, 0.2, 2, 5, 1, -5
CCCCCCn1c(O)c(C=Nc2ccccc2N2CCOCC2)c(=O)[nH]c1=S
  -0.6, 2, 3, 18, -7, 0.7, -7, 6, 2, 3
COCCCn1c(N)c(C(=O)NCCC(C)C)c2nc3ccccc3nc21
  -33, 4, i, -8, 23, -0.6, 7, 9, 0, 27*
COC(=O)C1=C(c2ccc(OC)c(OC)c2)C[C@@H]2CC[C@H]1N2C(=O)N1CCc2cc(OC)c(OC)cc2C1
  1.0, 4, 4, -1, 6, -2.1, -6, 2, -6, 1
CCC(=Nc1ccc(OC)cc1OC)c1c(O)n(C)c(=O)n(C)c1=O
  -0.2, -3, 3, 0, -1, 1.3, -3, 4, -7, 7
CC1(C)C2([N+](=O)[O-])CN3CC1([N+](=O)[O-])CN(C2)C3c1cccnc1 (configuration not stated)
  -0.1, 6, 6, -4, 6, 1.6, -1, 4, 0, -1
N=c1sccn1Cc1ccccc1F
  -1.1, 2, -9, -1, 6, -0.4, 2, 2, 0, -6
O=c1[nH]c(=S)n(-c2ccccc2)c(O)c1/C=N/N1CCOCC1
  -0.1, -6, 5, 0, 0, -0.4, 1, -2, 3, -1
COc1ccc2c3c1OC1C(=O)CC[C@@]4(O)[C@@H](C2)N(C)CC[C@]314 (some centres not stated)
  0.2, 3, -10, 4, -5, -1.6, 7, 3, 1, 5
CCCCCn1c(=O)c(C(=O)Nc2cc(C)ccn2)c(O)c2ccccc21
  0.6, 1, -1, 3, 5, 2.0, -3, 1, 1, 9
Clc1ccccc1Nc1ncnc(-n2cccc2)n1
  -0.6, -10, 7, 3, 4, 5.3, 9, 2, 5, -1
CCCCCCOc1ccc(CN2CCN(C)CC2)cc1
  0.5, -5, 4, -5, -2, -0.1, 7, 10, -4, 3
O=C1COc2ccc(C(=O)COC(=O)Cc3ccccc3)cc2N1
  0.0, -4, -18, 14, 5, 2.0, -3, 3, 1, -3
CCC[N+]12CCC(CC1)C(C(O)(c1ccccc1)c1ccccc1)C2 (configuration not stated)
  0.4, -2, -3, 1, 3, -0.7, 4, 2, -1, -17
COc1ccc(Nc2ncc(C(=O)N3CCC4(CC3)OCCO4)c3ccccc23)cc1
  0.8, 9, 5, 0, -10, -1.8, -4, -3, -9, -6
CCCC(=O)NC1=C(N2CC2)C(=O)C(NC(=O)CCC)=C(N2CC2)C1=O
  0.8, -6, -6, 6, -18, -0.8, -4, -7, 2, 1
Cc1ccc(-n2c(O)c(/C=N/N3CCCCC3c3cccnc3)c(=O)[nH]c2=S)cc1 (configuration not stated)
  -0.4, 5, -6, 10, 0, -1.3, -2, -4, 1, 7
COC(=O)C1=C(c2cccc(OC)c2OC)C[C@@H]2CC[C@H]1N2C(=O)N1CCCC1
  -0.4, -1, -2, 1, 6, -0.6, -7, -1, -7, 14
O=C(COc1ccc2ccccc2c1)N1CCN(Cc2c[nH]c3ccccc23)CC1
  1.1, -17, 2, -38, 8, 1.3, 0, -14, 3, 4
CCOC(=O)c1c(NC(=O)C(c2ccccc2)c2ccccc2)sc2c1C1CCN2CC1
  -3.7, -11, -5, -14, 0, 3.9, 0, -17, 5, 5
O=C1NC(=O)C(C2CCCCCC2)C(=O)N1
  -0.2, 1, -19, 15, 1, -0.5, -5, -1, 2, 3
CN(CCOc1ccc(C=C2C(=O)NC(=O)NC2=O)cc1)c1ccccn1
  0.4, -2, -66, 5, -2, 1.6, 0, 1, -3, -1
O=C1CC2OCC=C3CN4CCC56c7ccccc7N1C5C2C3CC46O (configuration not stated)
  0.0, 0, -6, 0, 5, -3.1, -6, 2, 2, 14
CCCN(CC#CCOc1ccc(OC)cc1)CCC
  -0.4, 1, 1, -2, -1, 3.0, 3, 1, -10, -4
COc1ccc(-n2c(SCCN(C)C)nc3ccccc3c2=O)cc1
  0.0, 0, 3, -10, -4, -0.4, 6, 2, -6, 6
CCN(CC)C(=O)Cn1cc(/C=C2\C(=O)NC(=O)N(c3ccccc3F)C2=O)c2ccccc21
  0.2, 16, -10, -2, 11, 2.0, -8, 44*, 2, -11
O=C(CCN1CC=C(c2ccccc2)CC1)NCc1ccccc1
  0.0, 4, -14, -1, -1, 0.6, -2, -6, 0, -1
Cc1cc(C)cc(-n2c(C)cc(/C=C3\C(=O)NC(=O)N(C)C3=O)c2C)c1
  0.3, -14, -20, 1, -5, 2.5, -2, -25, 6, -6

# Not all compounds are listed; rates above refer to the full screens.
